High-throughput results deposited in PubChem BioAssay by several laboratories.
Rtt109 HAT inh = blocks Candida albicans Rtt109/Vps75 acetyltransferase activity. Q5AAJ8. purified Rtt109/Vps75, ThioGlo CoA-SH fluorescence, 4 h. inhibition, % at 34.9 µM. 330,000 tested, 0.16% active. AID 540336;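 active = inhibition of at least 50% in every replicate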
Target sequence (Q5AAJ8 whole entry, looked up): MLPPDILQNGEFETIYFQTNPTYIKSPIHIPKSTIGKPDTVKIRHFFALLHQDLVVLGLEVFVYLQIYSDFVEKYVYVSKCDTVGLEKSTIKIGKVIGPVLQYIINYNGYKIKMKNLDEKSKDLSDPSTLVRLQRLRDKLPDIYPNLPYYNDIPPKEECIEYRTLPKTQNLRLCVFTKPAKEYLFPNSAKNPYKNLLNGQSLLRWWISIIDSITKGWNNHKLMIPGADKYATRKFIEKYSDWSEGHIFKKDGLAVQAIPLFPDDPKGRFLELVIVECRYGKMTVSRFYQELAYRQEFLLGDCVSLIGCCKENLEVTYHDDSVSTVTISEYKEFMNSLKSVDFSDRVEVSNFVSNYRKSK
CAL PDZ FP-1 = inhibitors of human CAL PDZ peptide binding | 300,000 tested, 0.92% active | AID 602252 | Q9HD26 | purified CAL PDZ, TMR-peptide fluorescence polarization, 1 h | inhibition, % at 24.9 µM;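 active = mean inhibition of at least 30% with at least half of replicates also reaching 30%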;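 note: 0% = DMSO neutral control and 100% = excess unlabeled competitor peptide PRC23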
cardiac RTF act = increases calcium sensitivity of human cardiac regulated thin filaments | 340,000 tested, 0.24% active | IANBD-labeled TnC RTF fluorescence at EC20 calcium; 0% EC20 calcium, 100% full calcium | P19429+P45379 | activation, % at 7.2 µM;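 active = activation above the mean over all tested compounds plus 3 SD, cut at about 30% in these data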;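 note: rise in fluorescence read as greater calcium sensitivity of cardiac thin filaments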
Keap1-Nrf2 PPI = Keap1-Nrf2 (human) interaction inhibition | Q14145 | Keap1 Kelch-Nrf2 peptide fluorescence polarization, 1536-well | inhibition, % at 9.4 µM | 340,000 tested, 0.15% active | AID 504523; in the data active = inhibition above about 12%;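 note: human Keap1 Kelch domain with fluorescein labeled Nrf2 9mer peptide probe; 0% = neutral control wells and 100% = peptide positive control; higher means more block of Keap1 binding to Nrf2 peptide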
RTF Ca sens inh = cardiac RTF calcium desensitization; 340,000 tested, 0.12% active; IANBD-labeled cardiac RTF, Ca2+ fluorescence; P19429+P45379; inhibition, % at 7.15 µM;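 active = inhibition above the mean inhibition of all tested compounds plus 3 SD, cut at about 17% in these data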;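 note: assay run at fixed EC70 calcium of 1.6 mM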
DAGLB inhibitor = blocks human DAGLB lipase activity; Q8NCG7; HEK293T DAGLB membrane lysate, EnzChek fluorogenic substrate; inhibition, % at 5.17 µM; 340,000 tested, 0.059% active; AID 504411; in the data active = inhibition above about 34%;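 note: 0% = enzyme with vehicle and 100% = wells lacking enzyme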
Target sequence (Q8NCG7 whole entry, looked up): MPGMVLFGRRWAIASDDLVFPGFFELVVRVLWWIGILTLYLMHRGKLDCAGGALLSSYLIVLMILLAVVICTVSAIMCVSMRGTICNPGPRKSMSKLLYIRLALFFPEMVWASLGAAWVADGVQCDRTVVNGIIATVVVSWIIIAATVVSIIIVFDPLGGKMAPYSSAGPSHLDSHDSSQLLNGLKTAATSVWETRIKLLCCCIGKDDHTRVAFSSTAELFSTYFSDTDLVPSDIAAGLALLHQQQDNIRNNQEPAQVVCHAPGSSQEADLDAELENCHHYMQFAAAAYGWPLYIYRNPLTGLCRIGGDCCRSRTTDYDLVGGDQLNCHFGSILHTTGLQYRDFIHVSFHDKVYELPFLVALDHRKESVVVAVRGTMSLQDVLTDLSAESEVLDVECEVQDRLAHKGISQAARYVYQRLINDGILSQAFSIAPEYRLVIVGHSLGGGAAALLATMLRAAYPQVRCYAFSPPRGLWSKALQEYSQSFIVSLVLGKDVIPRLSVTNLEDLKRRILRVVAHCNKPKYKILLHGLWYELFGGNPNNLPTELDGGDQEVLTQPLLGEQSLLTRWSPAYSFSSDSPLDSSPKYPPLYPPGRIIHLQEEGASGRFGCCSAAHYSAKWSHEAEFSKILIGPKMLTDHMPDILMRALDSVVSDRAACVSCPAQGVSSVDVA
SR-BI uptake up = activators of SR-BI mediated HDL lipid uptake; CHO ldlA[mSR-BI] cells, DiI-HDL uptake fluorescence, 3 h; 100 = double the neutral-control signal; AID 504775; activation, % at 12.5 µM; 320,000 tested, 0.096% active;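 active = mean replicate activation of at least 60% and every replicate at or above 60%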;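 note: 0% = median plate neutral-control signal and 100% = twice that signal; values of inactives mirror those of a sister screen read the other way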
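Assay system: LDL receptor-deficient CHO ldlA cells overexpressing murine SR-BI / Medium: BSA-supplemented, HEPES-buffered Ham's F12, pH 7.4 / Probe or stimulus: DiI-labelled HDL at 10 µg/mL final / Timing: compound with DiI-HDL co-incubation, 3 h at 37 °C / Technique: bottom-read cell fluorescence after medium removal, ex 550/em 595 nm / Measure: HDL uptake via cellular fluorescence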
PKA-R2B act = activates the human PKA-R2B holoenzyme complex | PKA-R2B holoenzyme dissociation, Cy5-IP20 fluorescence polarization; R2B truncated from residue 108, S112A mutant; 0% DMSO only, 100% 113 µM cGMP | activation, % at 11.4 µM | 340,000 tested, 0.079% active;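 active = activation above a cutoff set at the mean over all compounds plus 3 SD, cut at about 18% in these data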;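 note: higher means more holoenzyme dissociation and a rise in polarization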
CAL PDZ FP-2 = human CAL PDZ-peptide interaction inhibition; Q9HD26; purified CAL PDZ, TMR-peptide fluorescence polarization, 1 h; inhibition, % at 20 µM; 330,000 tested, 0.02% active; AID 504414;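 active = highest replicate inhibition of at least 40%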;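 note: plate controls were DMSO neutral control wells for no effect and unlabeled competitor peptide control wells for full effect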
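System: purified tagged CAL PDZ domain construct (CerCALP). Schedule: 1 h incubation at room temperature before polarization reading. Medium: 25 mM sodium phosphate pH 7.4, 150 mM NaCl, TCEP, IgG, Thesit. Read-out: percent inhibition from loss of millipolarization. Measured by: FP readout, S and P plane fluorescence. Probe or stimulus: fluorescent TMR peptide probe.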
C-LANA FP = KSHV C-LANA DNA binding inhibition; MBP-C-LANA/FAM-LBS DNA binding, fluorescence polarization; inhibition, % at 9 µM; 340,000 tested, 0.078% active;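 active = highest replicate inhibition at or above 60% at 9 µM, even if other replicates fall short; inactive = all replicates below 60% inhibition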;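 note: 0% = neutral control wells and 100% = 4 µM acridine orange control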
Active calls of the source: *; / = no result given. Compounds as they come; 1.6% or so of the library scored in one or more.

SMILES	Rtt109 HAT inh	CAL PDZ FP-1	cardiac RTF act	Keap1-Nrf2 PPI	RTF Ca sens inh	DAGLB inhibitor	SR-BI uptake up	PKA-R2B act	CAL PDZ FP-2	C-LANA FP
N#Cc1ncc(Cc2ccccc2)nc1C#N	-1.0	-7.5	-3.7	-6.4	-13.3	4.7	-2.3	-2.7	2.9	-9.5
Cc1ccc(C(=O)NC(=S)Nc2ccc(-c3cc4ccccc4oc3=O)cc2)c(C)c1	-6.1	-1.6	-2.1	-2.0	-8.7	-2.5	-82.0	-4.1	1.4	2.6
Cc1ccc(F)cc1NC(=O)COC(=O)c1ccc2ncsc2c1	3.0	-2.4	2.4	0.8	1.3	0.9	1.9	4.5	0.0	1.2
Cc1ccc(S(=O)(=O)N2CCN=C2SCc2ccc(Cl)c(Cl)c2)cc1	4.6	-1.2	1.0	-5.2	-6.6	0.5	22.1	0.3	-3.3	-2.9
COc1ccc(C2NC(=S)NC(C)=C2C(=O)c2ccccc2)cc1OC (centres undefined)	5.0	-5.4	-0.1	-3.0	-6.4	-0.6	-9.4	-3.2	-0.2	0.4
COc1ccc(OC)c(-n2c(-c3ccn[nH]3)n[nH]c2=S)c1	5.7	-0.3	7.4	0.1	1.2	-0.7	2.0	-5.8	-0.9	1.0
Cc1nc2ccccc2c(=O)n1NC(=O)c1c(O)c2c(n(CC(C)C)c1=O)CCCC2	-2.8	1.7	6.1	-7.3	-7.2	-1.1	-5.2	-3.9	-2.5	-1.4
COc1ccc(-c2c[n+]3c(n2-c2ccc(C)cc2)CCCCC3)cc1	6.8	/	4.3	-4.1	-7.1	-6.3	21.3	1.3	-0.7	0.7
O=c1cc2c(nn1Cc1ccc(F)cc1)-c1ccccc1CC2	15.2	-1.6	5.0	-9.6	-1.1	0.2	1.3	0.6	-2.2	0.3
COC(=O)C1CCN(C2CC(=O)N(c3cc(C)cc(C)c3)C2=O)CC1 (centres undefined)	47.6	-1.0	-4.6	4.2	-10.1	-2.0	13.8	1.0	-1.7	-0.3
COc1ccc2c(c1)c(C(=O)O)c(C)n2CCc1ccc(OC)c(OC)c1	-0.1	/	2.1	-6.3	0.1	0.3	/	-1.0	0.3	-1.9
O=C(CCc1nc2ccccc2c(=O)[nH]1)N1CCN(S(=O)(=O)c2cccc([N+](=O)[O-])c2)CC1	16.7	0.2	-0.2	-0.5	0.5	3.1	16.6	0.7	-3.1	1.3
O=S(=O)(NCCSCc1ccc(Cl)cc1Cl)c1ccc2c(c1)OCCO2	0.8	0.6	1.9	-2.8	6.0	-12.8	1.3	-5.0	-2.0	0.5
COc1ccccc1C(=O)OCc1c(F)cccc1Cl	-10.8	-0.4	7.3	-2.5	-20.5	-5.0	-1.5	-2.1	-0.4	-0.1
Cn1c(=O)c2c(ncn2Cc2ccccc2)n(C)c1=O	3.2	-5.3	0.7	3.2	7.2	5.0	-3.2	-2.8	0.2	-2.5
O=c1c(Cl)c(N2CCN(c3ccc(F)cc3)CC2)cnn1C12CC3CC(CC(C3)C1)C2	-10.5	-0.6	12.5	-8.0	8.8	-13.3	-61.3	-0.7	-2.8	0.0
CC(=O)c1cc2c(cc1NC(=O)CSc1nc3ccccc3o1)OCO2	0.1	-2.9	-2.5	-4.3	-5.3	-1.1	10.9	-1.0	-1.8	-1.2
CCOc1cc(NC(=S)NCCCN2CCOCC2)c(OCC)cc1NC(=O)c1ccccc1C	3.7	-2.7	-3.9	1.9	14.4	-1.5	6.9	-7.3	-1.9	0.1
Cc1nn(C)cc1S(=O)(=O)Nc1ncccn1	-0.1	0.8	-3.6	-4.7	-2.3	1.6	9.3	-6.3	0.4	-0.5
CCOc1cccc(NC(=O)c2ccc(S(=O)(=O)N3CCCC3)cc2)c1	6.3	/	1.0	-2.4	0.6	-1.1	-18.8	-1.2	-0.7	1.1
CC(C)(C)OC(=O)C[C@H]1C/C=C\C[C@H](CC(=O)N(CCO)Cc2ccccc2)C(=O)N2CCC[C@H]2COC1=O	0.5	-3.6	-4.5	-0.4	-0.3	0.0	10.2	-2.4	-0.4	0.5
O=C(COC(=O)c1ccc(Cl)c(S(=O)(=O)N2CCOCC2)c1)NCc1ccco1	-0.4	/	10.9	-3.5	-15.5	0.1	-9.7	1.1	-0.1	0.3
Cc1ccc(NC(=O)CSc2nnc(/N=C/N(C)C)s2)cc1	-5.5	7.4	1.2	0.5	7.1	-1.3	2.6	-7.9	-1.0	0.2
O=C(CSc1nc2ccsc2c(=O)n1NC(=O)c1ccccc1)Nc1nccs1	-3.9	1.4	-0.1	-4.8	-4.3	0.5	2.7	-2.4	-0.7	0.8
COc1cc(CC(=O)Nc2cc(S(=O)(=O)N3CCOCC3)ccc2N2CCCC2)cc(OC)c1OC	3.0	1.7	-1.9	1.1	0.8	-2.5	6.1	4.4	-0.6	0.6
COc1cc(OC)cc(C(=O)Nc2ccc3c(c2)n(C)c(=O)n3C)c1	-10.9	-4.4	2.4	0.9	-8.6	-0.4	-32.7	8.3	-1.1	3.2
COc1ccc(S(=O)(=O)N2N=C(C)Oc3ccccc3C2=O)cc1	-1.0	-5.5	-4.5	-5.8	-1.5	0.8	-12.3	-3.0	-3.5	1.0
CCCCn1c(N)c(N(CCOC)C(=O)c2cccc(S(=O)(=O)N(C)c3ccc(C)cc3)c2)c(=O)[nH]c1=O	1.6	-0.2	2.1	0.1	0.8	1.4	23.9	-12.3	-0.9	0.4
CCN(CC)C(=O)C1CCCN(c2ccccc2[N+](=O)[O-])C1 (centres undefined)	-18.3	-1.2	-4.5	-1.2	0.8	1.1	-79.2	2.3	-2.8	-1.2
CC(NC(=O)Cn1cnnn1)c1cccc(C(F)(F)F)c1 (centres undefined)	-4.6	-5.2	3.4	-2.0	-11.5	1.2	/	0.1	-1.5	-1.1
O=C(Cn1cc(F)c(=O)[nH]c1=O)NCCO	-13.3	1.0	-1.5	-9.8	-2.9	-3.5	5.0	7.3	-1.5	0.1
O=C(NCC1CCCO1)C1CCN(S(=O)(=O)N2CCCC2)CC1 (centres undefined)	2.2	-2.3	1.0	-7.0	-3.3	0.9	21.3	-2.6	0.2	0.8
CC(=O)Nc1ccc(S(=O)(=O)NCCC(=O)OCc2nc(N)nc(Nc3ccccc3C)n2)cc1	3.2	-6.9	-0.6	2.2	3.4	-2.1	3.6	0.8	-1.6	-2.0
CCOC(=O)c1ccc(NC(=O)c2nc(SC)ncc2Cl)cc1	0.4	-5.2	-0.4	0.1	-3.9	-5.7	-16.5	0.8	-3.4	-0.4
COc1ccc(CCNC(=O)c2ccc(CNc3nc(=S)[nH]c4ccccc34)cc2)cc1OC	7.6	-2.0	-4.1	4.4	-0.1	1.6	-45.7	-3.6	-0.9	3.1
COc1ccc(NC(=O)CSc2nncs2)cc1OC	-18.8	-0.7	-7.6	6.8	1.4	-5.7	-17.2	-5.0	0.2	-0.6
Cc1nnc(NC(=O)CSc2ccc([N+](=O)[O-])cn2)s1	1.7	-2.6	-2.8	-3.1	4.4	1.7	20.5	2.6	-0.2	0.8
COc1ccc(C(=O)NCC(C)(C)CNC(=O)c2ccc(OC)cc2)cc1	46.8	-2.4	7.0	2.0	-4.5	1.1	/	-10.5	0.5	-0.8
CC(=NNC(=S)N1CC2CCC(CC2)C1)c1ccncn1	-1.2	-3.2	-5.1	-1.6	0.7	13.6	-33.9	2.8	-1.0	-1.3
CC1(C)Cc2c(sc(NC(=O)c3ccc4c(c3)OCCO4)c2C(N)=O)C(C)(C)N1	8.3	-11.7	-1.2	5.3	-4.5	1.9	27.0	3.1	6.8	-2.4
Cc1nc(-c2ccccc2)sc1-c1nc(-c2ccncc2)ncc1S(=O)(=O)c1ccccc1	-5.9	-1.8	-2.7	-0.6	-5.1	0.5	-23.8	-6.2	-2.1	-0.9
CCC(=O)Nc1cccc(NC(=S)NC(=O)c2ccccc2Cl)c1	-1.6	-5.0	3.3	0.5	-8.5	-4.0	-13.7	-1.3	-0.4	-1.2
CC1CCCCN1CCCNc1c(C=O)c(=O)[nH]c2ccccc12 (centres undefined)	2.0	3.6	-4.4	-0.4	4.2	-1.7	6.4	0.4	0.2	-0.3
CCOc1ccc(OCCC(=O)N(CC(C)C)c2c(N)n(Cc3ccccc3)c(=O)[nH]c2=O)cc1	14.0	-5.0	-7.3	-4.6	0.0	0.0	-32.2	-1.6	-1.5	0.2
Cc1nonc1NC(=O)CSc1nnc(-c2ccoc2C)n1CC(C)C	2.7	176.5*	1.1	-3.7	-2.6	-1.0	9.0	-0.1	/	-0.4
CC(=O)c1cccc(OCC(O)CNCCc2ccc(Cl)cc2)c1 (centres undefined)	-0.1	-3.4	-4.3	0.6	-6.3	-1.4	16.3	-2.6	1.4	1.9
COc1ccc([C@H]2/C=C\CN(Cc3ccc(N(C)C)cc3)[C@@H](C)C(=O)N2Cc2ccc(F)cc2)cc1	-1.5	0.6	3.2	-3.1	5.6	-1.7	-1.1	-9.6	1.9	2.2
COc1cc(NC(=O)CSc2nc(C)c(C)c(C)n2)c(C)cc1[N+](=O)[O-]	-9.5	-0.3	5.6	-6.2	-14.4	2.6	-15.7	2.8	0.4	4.7
O=C(C1CCC(CNS(=O)(=O)c2cccc3nsnc23)CC1)N1CC=C(c2ccccc2)CC1 (centres undefined)	4.6	/	3.1	-3.8	1.4	0.1	-2.1	3.1	-1.3	0.4
CSCCC1NC(=O)N(CC(=O)Nc2c(C(C)C)cccc2C(C)C)C1=O (centres undefined)	-8.5	-3.2	-3.2	1.4	-4.6	1.6	16.5	-11.9	-0.5	1.0
Cc1c(-n2c(SC(C)C(=O)NC(N)=O)nc3ccccc3c2=O)c(=O)n(-c2ccccc2)n1C (centres undefined)	-4.0	-3.7	0.1	2.3	4.3	-2.5	28.3	-0.7	-0.2	-1.3
O=C(Cc1cccs1)Nc1nc2ccccc2s1	-4.7	-3.2	1.6	-0.3	-0.7	-5.5	/	-10.3	-2.4	-1.3

Three compounds out of the list above, arranged by the number in CAL PDZ FP-1, ascending:
SMILES	CAL PDZ FP-1
Cc1ccc(F)cc1NC(=O)COC(=O)c1ccc2ncsc2c1	-2.4
COC(=O)C1CCN(C2CC(=O)N(c3cc(C)cc(C)c3)C2=O)CC1 (centres undefined)	-1.0
O=C(CSc1nc2ccsc2c(=O)n1NC(=O)c1ccccc1)Nc1nccs1	1.4
